Bioassay records from PubChem BioAssay.
POLH inh: DNA polymerase eta (human) inhibition | 1.2% of 390,000 active | AID 588591 | Q9Y253 | recombinant Pol eta, fluorescent DNA replication assay | Potency, µM (top dose mostly 114 µM), for inactives: top-dose activity change, negative = inhibition, actives largely listed as inhibitors; also: potency is read from the fitted curve at half-maximal effect; % is scaled to controls: 0 for no effect and ±100 for the full control effect
Target sequence (Q9Y253 whole entry, looked up): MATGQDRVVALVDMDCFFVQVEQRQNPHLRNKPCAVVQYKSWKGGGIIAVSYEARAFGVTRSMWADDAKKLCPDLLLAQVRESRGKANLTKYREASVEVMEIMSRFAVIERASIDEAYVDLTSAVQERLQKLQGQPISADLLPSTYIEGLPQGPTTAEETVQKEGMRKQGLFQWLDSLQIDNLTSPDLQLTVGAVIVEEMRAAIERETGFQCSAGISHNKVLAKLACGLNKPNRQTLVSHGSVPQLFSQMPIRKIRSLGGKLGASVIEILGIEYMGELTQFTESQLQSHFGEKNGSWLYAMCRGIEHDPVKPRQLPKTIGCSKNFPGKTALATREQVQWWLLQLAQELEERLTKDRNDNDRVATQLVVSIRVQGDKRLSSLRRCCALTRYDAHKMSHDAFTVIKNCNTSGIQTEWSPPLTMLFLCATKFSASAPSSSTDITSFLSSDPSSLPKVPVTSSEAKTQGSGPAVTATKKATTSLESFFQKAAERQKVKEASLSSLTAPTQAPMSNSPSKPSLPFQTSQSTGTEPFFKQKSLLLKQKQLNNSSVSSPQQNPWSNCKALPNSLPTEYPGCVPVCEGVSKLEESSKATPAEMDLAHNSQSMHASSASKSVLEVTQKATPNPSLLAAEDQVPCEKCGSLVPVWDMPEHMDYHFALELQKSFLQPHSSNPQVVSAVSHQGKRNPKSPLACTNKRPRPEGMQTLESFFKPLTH
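Fluorescent replication assay: 50 nM final substrate added after a 15 min room-temperature compound preincubation with 10 nM enzyme. Signal taken at 0 min and again at 10 min.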
GLS inh: glutaminase GLS (human) inhibition; 0.21% of 410,000 active; GLS enzymatic activity, qHTS titration; Potency, µM (series often up to 45.5 µM), for the others: at the highest dose activity change, negative = inhibition, usual class: inhibitors; O94925; also: potency is read from the fitted curve at half-maximal effect; % is scaled to controls: 0 for no effect and ±100 for the full control effect
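Enzyme dispensed in phosphate buffer (45 mM, pH 8.2, 0.02% Tween-20), compounds pinned in, then 1 mM L-glutamine solution and the glutamate oxidase–HRP–Amplex Red mix added; fluorescence read immediately and again after 30 min at room temperature.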
Pin1 inh: inhibitors of human Pin1 | AID 504891 | Pin1 FP peptide displacement, HiFluor488, 10 min | Q13526 | 0.009% of 390,000 active | Potency, µM (top dose mostly 115 µM), for the others: at the top dose activity, negative = inhibition, most hits filed as inhibitors; active = well fitted inhibition curve with a large enough effect in the polarisation, with a control signal flat, not every such curve was filed as active; inconclusive = small, poorly fitted or top-dose-only effect, or effect the other way, or a change in a side signal; inactive = no such curve, though single readings can be large or run the other way; the % refers to the polarisation; also: potency is read from the fitted curve at half-maximal effect; % is scaled to controls: 0 for no effect and ±100 for the full control effect
Target sequence (Q13526 whole entry, looked up): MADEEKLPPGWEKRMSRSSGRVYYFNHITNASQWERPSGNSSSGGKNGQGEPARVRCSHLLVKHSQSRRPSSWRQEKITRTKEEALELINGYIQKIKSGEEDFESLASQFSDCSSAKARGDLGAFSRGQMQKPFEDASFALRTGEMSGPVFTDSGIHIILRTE
BAZ2B block: blocks human BAZ2B; AlphaScreen BAZ2B-H3K14Ac peptide displacement; Potency, µM (top dose mostly 114 µM), for inactives: top-dose activity change, negative = inhibition, hits mostly inhibitors; 4.4% of 360,000 active; AID 504333; also: potency is read from the fitted curve at half-maximal effect; % is scaled to controls: 0 for no effect and ±100 for the full control effect; nearly all actives have a fitted effect of over 60% in size
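Multi-concentration screen (max 110 uM) measuring displacement of acetylated histone H3 peptide from BAZ2B by AlphaScreen, using 50 nM protein, 50 nM peptide and 10 ug/mL streptavidin donor plus Ni-chelate acceptor beads.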
HP1b chromo inh: inhibitors of HP1-beta chromodomain binding to methylated histone tails | 0.56% of 390,000 active | P83916 | Potency, µM (titrated, usually from 114 µM), for inactives: at the top dose activity change, negative = inhibition, actives largely listed as inhibitors | AlphaScreen HP1-beta / biotin-H3K9me3 peptide binding; also: potency is read from the fitted curve at half-maximal effect; nearly all actives have a fitted effect of over 70% in size; inactives centre near 23
Target sequence (P83916 whole entry, looked up): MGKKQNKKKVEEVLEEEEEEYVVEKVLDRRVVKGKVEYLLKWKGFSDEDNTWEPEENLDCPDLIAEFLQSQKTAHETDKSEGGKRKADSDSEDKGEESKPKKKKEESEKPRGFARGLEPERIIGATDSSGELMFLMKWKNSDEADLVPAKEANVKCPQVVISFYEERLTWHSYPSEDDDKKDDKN
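HP1-beta protein (50 nM final) preincubated 30 min at room temperature with biotinylated H3(1-18)K9me3 peptide (50 nM) in PBS pH 7.4, 0.01% Tween-20, then compound added for 30 min. AlphaScreen streptavidin donor/nickel chelate acceptor beads (10 ug/mL final), 30 min dark, luminescence read.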
PI4K2A block: blocks human PI4K2A kinase activity | purified PI4K2A, ADP-Glo luminescence, 1 h; active compounds read low | activity change, negative = inhibition, % at 76.9 µM | 0.13% of 420,000 active; in the data active = activity change below about -50%; inconclusive = mostly about -30% to -49%;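 also: -100% = wells without enzyme as full effect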
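In this quantitative HTS, ADP production by PI4K2A was quantified luminescently after 1 h at ambient temperature; 100 microM adenosine served as plate-quality control.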
JMJD2A Tudor inh: blocks the human JMJD2A Tudor domain; O75164; AlphaScreen JMJD2A-Tudor / H3K4me3 peptide binding; Potency, µM (highest dose often 114 µM), inactives show top-dose activity change, negative = inhibition, usual class: inhibitors; 4.4% of 390,000 active; AID 504339; also: potency is read from the fitted curve at half-maximal effect; % is scaled to controls: 0 for no effect and ±100 for the full control effect; nearly all actives have a fitted effect of over 50% in size
PGK inhibitor: inhibitors of T. brucei phosphoglycerate kinase; PGK/GAPDH coupled, Kinase-Glo luminescence, 60 min; Potency, µM (series often up to 57.5 µM), without a hit: at the top dose activity change, negative = inhibition, usual class: inhibitors; 0.043% of 380,000 active; AID 602233; also: potency is read from the fitted curve at half-maximal effect; % is scaled to controls: 0 for no effect and ±100 for the full control effect; nearly all actives have a fitted effect of over 60% in size
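Recombinant glycosomal PGK reaction used 1,3-bisphosphoglycerate generated in-well by GAPDH (100nM final) in 100mM TEA pH 7.6, 5mM MgCl2, 0.01% Tween-20. After 60 minutes at room temperature, ATP was read by Kinase-Glo Plus luminescence end-point.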
G9a block: G9a (human) methyltransferase inhibition; G9a H3K9 monomethylation, AlphaScreen, 2 h; Potency, µM (series often up to 102 µM), for inactives: at the highest dose activity, negative = inhibition, most hits filed as inhibitors; 8.8% of 350,000 active; also: potency is read from the fitted curve at half-maximal effect; % is scaled to controls: 0 for no effect and ±100 for the full control effect; nearly all actives have a fitted effect of over 75% in size
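Readings reflect AlphaScreen signal from monomethyl-H3K9 antibody detection. HMT at 20 nM; substrate b-H3K9 500 nM; cofactor SAM 20 uM; 2 h RT reaction; compounds tested as titrations in qHTS with 15 min preincubation.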
* marks the source's active call; other numbers are inactive results; i = inactive; ? = inconclusive; / = no result given; & = joins results of further samples; [ ] = another dose, or the depositor's remark. Unless noted, calls follow the shape of the dose curve; as a rule, active = well fitted curve in the direction sought with a large enough effect; inconclusive = small, poorly fitted or top-dose-only effect, or another doubt; inactive = no such curve, though single readings can be large; an effect the other way counts as inactive or inconclusive. Some of the compounds tested, so the mix of outcomes need not match the whole.

Every second line gives: POLH inh | GLS inh | Pin1 inh | BAZ2B block | HP1b chromo inh | PI4K2A block | JMJD2A Tudor inh | PGK inhibitor | G9a block
1) COc1cccc(CN2CCN(C(=O)c3cccc4ccccc34)CC2)c1OC
    -8.0% | 2.1% | -0.2% | 56.2µM* | 20µM* | -0.5 | 3.98µM* | -4.3%[11.5 µM] | ?
2) O=C(CC1N=C2c3ccccc3N=C(SCc3ccccc3Cl)N2C1=O)NCc1ccco1 (stereo not drawn)
    ? | 24.1% | 12.1% | 50.1µM* | -3.6% | -0.5 | ? | -1.9% | ?
3) Cc1nc(N2CCN(c3ccccn3)CC2)c2c(C)c(C(=O)Nc3ccc(F)c(Cl)c3)sc2n1
    -4.6% | -1.6% | 3.2% | -15.0% | 23.1% | 0.0 | -13.5% | 0.7% | 2.7%
4) CCOC(=O)C1=C(C)N(CCO)C(=O)NC1c1cccc(O)c1 (stereo not drawn)
    -13.2% | 6.1% | -8.0% | 8.4% | 18.0% | 0.1 | 5.9% | i | -2.9%
5) CCOc1ccccc1NC(=O)COC(=O)Cc1cccs1
    2.5% | -2.2% | -1.1% | 5.6% | 5.8% | -0.9 | 2.8% | -0.6% | /
6) CN1CCN(c2ccc(S(=O)(=O)N3CCCCC3)cc2NC(=O)COc2ccc(F)cc2)CC1
    ? | -5.6% | 1.5% | ? | -12.6% | 3.2 | ? | 0.8% | 28.2µM*
7) O=C(NC1CCN(Cc2ccccc2)CC1)c1ccc(Cn2c(=O)c3ccccc3n(Cc3cccc(F)c3)c2=O)cc1
    -2.8% | 12.0% | -3.6% | -3.9% | 28.7% | 0.0 | -18.1% | 5.6% | 5.8%[59 µM]
8) CCC(Sc1nc2sc(C(=O)OC)c(C)c2c(=O)n1N)C(=O)N(CC)CC (stereo not drawn)
    -13.6% | -8.2% | -2.6% | ? | 31.1% | 1.5 | -15.6% | -13.6% | -4.7%
9) Cc1onc(-c2ccccc2)c1C(=O)NC(C)CCc1ccccc1 (stereo not drawn)
    -9.2% | -1.0% | 2.2% | 4.6% | 13.2% | -10.4 | -5.5% | -3.5% | 15.4%
10) Cc1cccnc1NC(=S)NCCc1ccccc1
    -21.8% | -1.2% | 1.9% | 35.5µM* | ? | 6.2 | 20µM* | -7.8% | 0.708µM*
11) O=c1[nH]c2ccc(Cl)cc2c(O)c1Cc1ccccc1
    -12.7% | 0.4% | -1.1% | -13.0% | 29.2% | -0.8 | -12.0%[11.4 µM] | 1.4% | -11.3%
12) CCOP(=O)(c1c(F)c(F)c(F)c(F)c1F)C1(O)CCCCC1 (stereo not drawn)
    -4.0% | 2.5% | 1.5% | -36.3% | 12.2% | 3.1 | -6.4% | i | -40.7%[12.7 µM]
13) Cc1ccc(N(C(=O)Cn2nnc(-c3ccc(F)cc3)n2)C(C(=O)NC(C)(C)C)c2ccncc2)cc1 (stereo not drawn)
    -3.3% | 7.8% | ? | 7.0% | 27.0% | -2.4 | -9.0% | -3.5% | 20.6%
14) CNc1nc(-c2ccc3c(c2)CCN3C(=O)c2ccccc2F)c(C)s1
    -9.2% | 9.0% | 0.7% | -15.1% | -4.8% | -6.3 | -30.5% | 3.3% | 35.5µM*
15) COc1ccc(CCC(=O)NCC2CCCCC2)cc1OC
    -11.0% | 7.9% | 4.7% | 4.7% | 36.1% | 2.3 | -11.5% | -8.8% | -5.1%
16) COc1ccccc1CNC(=O)CCC1N=C2c3ccccc3N=C(SCC(N)=O)N2C1=O (stereo not drawn)
    -20.7% | -6.6% | -3.4% | -1.6% | -5.1% | -1.7 | -15.3% | -5.5% | 19.7%[59 µM]
17) Cc1cccc2c1-c1sc(C(=O)N3CCN(c4cccc(Cl)c4)CC3)cc1CO2
    -17.9% | 0.1% | 67.1%[activator] | 20.2% | 80.7%[activator] | 2.0 | 38.5%[activator] | 6.5% | 46.8%[activator][59 µM]
18) COCCCN1CC(=O)N2C(c3cccc(OC)c3OC)c3[nH]c4ccccc4c3C[C@H]2C1=O (stereo partly drawn)
    -16.6% | 0.5% | -1.4% | -8.0% | 9.6% | -1.4 | -22.4% | -2.0% | 14.0%[2.33 µM]
19) N#Cc1cccc(NC(=O)CNC(=O)Cc2ccccc2)c1
    ? | 11.8% | -10.7% | 1.0% | 18.0% | -2.4 | -16.8% | -2.2% | 12.6%
20) COCCNC(=O)c1onc(CSc2cc(C)cc(C)c2)c1C(=O)NCCOC
    -3.1% | -4.4% | 5.8% | 0.2% | 3.5% | 1.7 | -15.5% | -0.9% | 33.0%[59 µM]
21) Cc1[nH]c(=O)c(C#N)c(C)c1Br
    0.4% | 11.1% | 2.5% | 0.0% | 17.8% | 2.4 | -0.6% | 1.2% | 2.1%[12.7 µM]
22) CC(=O)c1ccc(N2CCN(S(=O)(=O)c3cccc4nsnc34)CC2)cc1
    -2.9% | -13.0% | 3.2% | -25.5% | ? | 0.2 | ? | 0.3% | -31.3%
23) CN(C1(C)CCS(=O)(=O)C1)S(=O)(=O)c1ccc2ccccc2c1 (stereo not drawn)
    0.1% | 0.7% | 0.8% | 14.7% | 18.2% | -9.0 | -3.4% | -2.1% | -9.9%
24) CCOc1ccccc1CNC(=O)C1CCCN(c2nnc(C)c3c(C)n(-c4ccccc4)nc23)C1 (stereo not drawn)
    -3.0%&3.3% | 1.6%&2.1% | 31.8%[activator] | -5.2%&-18.1% | 12.9%&7.6% | -3.3&1.6 | -11.2%&-10.3% | -0.6% | -13.3%
25) CCOC(=O)C(Cc1ccc(OC)c([N+](=O)[O-])c1)NC(=O)CCC(=O)Nc1ccc(C)cc1 (stereo not drawn)
    -8.0% | 7.9% | 0.1% | -13.5% | 4.9% | 5.8 | -9.1% | -3.7% | 9.8%
26) O=C(CCCCCn1c(=O)[nH]c2ccsc2c1=O)NCc1ccc(F)cc1
    -7.3% | -11.1% | -3.6% | 2.5% | 11.1% | 5.0 | -12.3% | -5.9% | 8.3%[12.7 µM]
27) Cc1cc(C(C)(C)C)c(O)c(C)c1CC1=NCCN1
    -8.8% | 14.4%&3.0% | -0.7% | -6.0% | 84.6%[activator] | 3.5&-2.3&-0.7 | -12.4% | -5.2% | 9.7%[59 µM]
28) COc1ccc(S(=O)(=O)N(C)CC(=O)Nc2ccccc2C(F)(F)F)cc1OC
    -11.1% | -2.5% | -11.8% | 6.7% | 23.3% | -1.6 | -15.3% | -3.5% | 4.6%[12.7 µM]
29) CC1CC(C)CN(C(=O)COC(=O)c2ccc3c(c2)OCCO3)C1 (stereo not drawn)
    -14.4% | -0.3% | -3.0% | / | 21.0%[57 µM] | 6.7 | -0.7% | 8.0% | /
30) Cc1c(NC(=O)c2ccc(-c3cccc([N+](=O)[O-])c3)o2)c(=O)n(-c2ccccc2)n1C
    -17.9% | -1.1% | 4.2% | -4.3% | 41.5%[activator] | 2.8 | -10.4% | -4.8% | 21.7%[12.7 µM]

Retrieved by structure from the list above:
Every second line gives: POLH inh | GLS inh | Pin1 inh | BAZ2B block | HP1b chromo inh | PI4K2A block | JMJD2A Tudor inh | PGK inhibitor | G9a block
15) COc1ccc(CCC(=O)NCC2CCCCC2)cc1OC
    -11.0% | 7.9% | 4.7% | 4.7% | 36.1% | 2.3 | -11.5% | -8.8% | -5.1%
5) CCOc1ccccc1NC(=O)COC(=O)Cc1cccs1
    2.5% | -2.2% | -1.1% | 5.6% | 5.8% | -0.9 | 2.8% | -0.6% | /

Additional records follow:
Every second line gives: POLH inh | GLS inh | Pin1 inh | BAZ2B block | HP1b chromo inh | PI4K2A block | JMJD2A Tudor inh | PGK inhibitor | G9a block
31) Cc1cc(C)n(-c2nc3ccccc3nc2N2CCOCC2)n1
    -19.6% | -4.6% | 0.9% | 3.3% | 47.1%[activator] | -0.4 | -22.1% | i | -39.1%
32) Cc1c(NC(=O)Nc2cccc(C#N)c2)c(=O)n(-c2ccccc2)n1C
    -5.9% | 20.0% | -5.8% | 8.6% | 24.2% | 1.6 | 6.0% | -3.2% | 60.1%[activator]
33) CC(C)(C)NS(=O)(=O)c1ccc(OCC(=O)NCc2ccco2)cc1
    -19.9% | 6.9% | 14.5% | -16.7% | 14.1% | -20.0 | 18.9% | 2.8% | 1.6%
34) O=C(NCc1ccccc1Cl)c1ccc2c(c1)ncn2-c1cccc(F)c1
    2.1% | 13.3% | -0.2% | -6.0% | -4.4% | 3.9 | -5.4% | 1.4% | -5.9%[59 µM]
35) CCOC(=O)N1CCN(S(=O)(=O)c2ccc(F)c(C(=O)Nc3cccc(Cl)c3C)c2)CC1
    3.8% | 2.3% | 1.4% | -5.3% | 15.7% | 1.2 | -13.6% | -0.2% | 16.4%
36) CC1CCCCN1C(=O)CSc1nnc(-c2ccco2)o1 (stereo not drawn)
    -9.0% | -11.3% | -12.2% | 0.6% | -0.7% | -4.1 | -7.9% | -9.6% | -4.4%
37) COc1ccc(CC(=O)Nc2nc(-c3ccccc3)c(C(C)=O)s2)cc1OC
    -15.5% | 0.8% | 4.1% | -14.5% | 4.6% | -2.5 | -22.4% | -7.8% | ?
38) COc1ccc(NC(=O)CN(c2cc(C)cc(C)c2)S(=O)(=O)c2c(C)noc2C)cc1Cl
    -18.6% | -10.3% | 46.1%[activator] | / | 3.5% | 0.8 | -23.0% | -7.9% | 9.9%[59 µM]
39) Cc1noc(C)c1COc1ccc(C(=O)O)cc1
    -3.4% | -1.0% | -8.3% | -6.6% | 21.6% | 0.9 | -0.7% | i | -0.7%
40) C[C@]12C(=O)N(c3ccc(Cl)cc3)C(=O)N1[C@H]1c3ccccc3OC[C@@H]1[C@H]2c1ccccc1
    -11.5% | 0.6% | 13.0% | -35.2% | 33.9% | -3.4 | -22.5% | -3.3% | -16.1%
41) Cc1ccc(Oc2ccc3c(c2)C(=O)N(c2cccc4cccnc24)C3=O)cc1
    -21.9% | -3.3% | 15.7% | 8.7% | 24.1% | 1.2 | -26.1% | -1.1% | 7.4%[59 µM]
